Lipid storage S3 – qHTS Assay for Lipid Storage Modulators in Drosophila S3 Cells; Drosophila S3 cells, BODIPY lipid droplet fluorescence, 18-24 h; cells fed with added oleic acid; lipid storage change, negative = inhibition, % at the top dose, mostly 46.1 µM; hits show Potency in µM; 0.64% of 320,000 active; AID 2685, 2010; active = well fitted inhibition curve with a large enough effect in the signal ratio, with a control signal flat, not every such curve was filed as active; inconclusive = small, poorly fitted or top-dose-only effect, or effect the other way, or a change in a side signal; the % refers to the signal ratio
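Drosophila S3 cells got compounds at several concentrations plus oleic acid (400 uM solution). Laser-scanning cytometry with 488 nm excitation read lipid droplets at 500-530 nm and cells at 575-640 nm. Percent activity was relative to 20 uM Triacsin C.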
Lipid storage S3 cell count max – also measured in Lipid storage S3; calls as there; cell number change, %; measured here: cell count max response;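 cells counted by Cell Tracker Red CMTPX staining in the red channel; peak over a dose series mostly up to 46.1 µM; percent activity relative to internal control wells on each plate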
Active calls of the source: *; i = inactive; u = inconclusive; x = not tested or not shown; [ ] = another dose, or the depositor's remark. % is set by controls: 0 for no effect and ±100 for the full control effect; potency is the fitted concentration of half-maximal effect.

Each structure is followed by: Lipid storage S3	Lipid storage S3 cell count max
CS/C(N)=N/N=C/c1ccc2c(c1)OCO2
  u	x
Cc1ccc(-c2nn(C)c(=O)c3ccccc23)cc1S(=O)(=O)N1CCCC1
  i	-17
CCOC(=O)Cc1csc(NC(=O)CN2CCCCC2)n1
  i	23
CCOC(=O)c1c(-c2cccs2)csc1NC(=O)CN(CC)CC
  -12%	1
N=C1C(c2nc3ccccc3c(=O)[nH]2)=C(O)CN1c1ccccc1
  4%	-3
CCc1ccc(OC(C)C(=O)N(Cc2ccccc2)C2CCS(=O)(=O)C2)cc1 (stereo not given)
  u	x
CCC(C)(C)n1nnnc1C(c1cc2cc(OC)ccc2[nH]c1=O)N1CCc2ccccc21 (stereo not given)
  u	x
O=C(Nc1ccon1)c1cc(-c2ccccc2)nc2ccccc12
  11%	-3
CCCN(C1CCS(=O)(=O)C1)S(=O)(=O)c1ccc2ccccc2c1 (stereo not given)
  u	x
CC(C)(C)OC(=O)N1CCC(CC2CC(c3ccc(Cl)cc3)=NO2)(C(=O)NCC2CCCCC2)CC1 (stereo not given)
  u	x
COc1ccc(S(=O)(=O)NC(C)C(=O)Nc2ccccc2F)cc1 (stereo not given)
  12%	4
Cc1ccc(S(=O)(=O)c2cccc(S(=O)(=O)N3CCCC3)c2)cc1S(=O)(=O)N1CCCC1
  u	x
Cc1ccc(S(=O)(=O)N(CC(=O)Nc2cccc([N+](=O)[O-])c2)C2CCCCC2)cc1
  1%	-4
CCOCCn1c(SCC)nc2c1c(=O)[nH]c(=O)n2C
  u	x
C=CCN1C(=O)C(Cc2ccc(Br)cc2)S/C1=N\N=C\c1ccco1 (stereo not given)
  -2%	-16
Nc1nc(-c2ccc(Cl)cc2)nc(-c2ccc(Cl)cc2)n1
  u	x
COc1ccccc1OCCNC(=O)c1ccccc1OCc1c(C)noc1C
  u	x
CC(C)c1cc(C(=O)N2CCCC(N3CCN(c4ccccc4F)CC3)C2)nc(N)n1 (stereo not given)
  -2%	-18
CCOc1ccc(OCc2ccc(C(=O)NC(C)(C)C)o2)cc1
  u	x
CC1(c2cc(F)ccc2F)NC(=O)N(CC(=O)Nc2cccc(S(=O)(=O)N3CCCC3)c2)C1=O (stereo not given)
  u	x
O=C(Oc1ccc(N(C(=O)c2ccncc2)S(=O)(=O)c2ccc(Cl)cc2)cc1)c1ccncc1
  0%	6
CC(C)c1cc(CNC(=O)CCc2nnc(CCCCc3ccccc3)o2)on1
  u	x
C=CCn1c(SCC(=O)c2[nH]c(C)c(C(=O)OCC)c2C)nc2scc(-c3ccccc3)c2c1=O
  u	x
COc1ccc(C(C(=O)NC2CCCC2)N(Cc2ccccc2)C(=O)c2nsc(Cl)c2Cl)cc1 (stereo not given)
  u	x
O=C(Cc1cccs1)OCC(=O)c1ccco1
  -3%	4
CCC(=O)N1CCN(c2ccc(NC(=O)COc3ccc(CC)cc3)cc2)CC1
  u	x
CC(=O)Nc1cccc(Nc2nc(-c3ccccc3)nc3ccccc23)c1
  17%	x
Cc1ccc(OCC(=O)N2CCCCC2)c(Br)c1
  u	x
Cc1c(C#N)c(N)nc(Cl)c1C#N
  4%	-31
CCN(CC)c1nc2n(c(=O)n1)CCO2
  u	x
CC(C)CC(C)c1cc(N)nc2nc3ccccc3n12 (stereo not given)
  u	x
O=C(Cc1ccccc1)Nc1ccc(-c2nnc(-c3ccco3)o2)cc1
  u	x
CCN(CC)c1ccc(NC(=O)COC(=O)C2CCN(c3ccc(C(F)(F)F)cn3)CC2)cc1
  i[0.0737 µM]	-19
N/C(=N\OC(=O)c1cccc(F)c1)c1cccc([N+](=O)[O-])c1
  -1%	6
Cc1ccc(OCc2ccc(C(=O)Nc3ccc(C(N)=O)cc3)o2)c([N+](=O)[O-])c1
  -2%	7
Cc1cc(C(=O)NC2CCCC(C)C2C)c2ccccc2n1 (stereo not given)
  u	x
COC(=O)c1sc(N2C(=O)C(O)=C(C(=O)c3ccc(C)o3)C2c2ccc(F)cc2)nc1C (stereo not given)
  u	x
CC(=O)C1=C(C)OC(N)=C(C#N)C1c1cc2cc(C)c(C)cc2nc1Cl (stereo not given)
  u	x
Cc1ccc(-n2nc(C)c(C3(O)C(=O)N(C)c4ccccc43)c2N)cc1 (stereo not given)
  1%	-5
CCCCNc1oc(-c2cccs2)nc1S(=O)(=O)c1ccccc1
  u	x

Random excerpt: 4 records from the list.
Each structure is followed by: Lipid storage S3	Lipid storage S3 cell count max
CC(=O)C1=C(C)OC(N)=C(C#N)C1c1cc2cc(C)c(C)cc2nc1Cl (stereo not given)
  u	x
COC(=O)c1sc(N2C(=O)C(O)=C(C(=O)c3ccc(C)o3)C2c2ccc(F)cc2)nc1C (stereo not given)
  u	x
CCN(CC)c1nc2n(c(=O)n1)CCO2
  u	x
CC(C)c1cc(CNC(=O)CCc2nnc(CCCCc3ccccc3)o2)on1
  u	x

Carrying on:
Each structure is followed by: Lipid storage S3	Lipid storage S3 cell count max
N/C(=N\OC(=O)Cc1ccc(-c2ccccc2)cc1)c1ccccn1
  -3%	-17
Cc1ccc(NC(=O)/C(C#N)=N/Nc2ccc(C(=O)O)cc2)c(C)c1
  12%	7
COc1cccc(N2CCN(S(=O)(=O)c3cc4c(cc3Cl)NC(=O)CO4)CC2)c1
  8%	33
COC(=O)c1ccc(Oc2c(C)oc3cc(OCc4cnn(-c5ccccc5)c4)ccc3c2=O)cc1
  i	x
Cc1ccc(NS(=O)(=O)c2ccc(C)c(NC(=O)COc3ccccc3)c2)c(C)c1
  u	x
CCC(=O)NCCc1nc2ccccc2n1CC(=O)c1ccccc1
  14%	-5
CCCn1c(N)c(N(CCOC)C(=O)c2ccc(F)cc2)c(=O)[nH]c1=O
  -8%	-2
CC(C)[C@H](NC(=O)NCCc1ccc(F)cc1)C(=O)O
  u	x
O=C(CN1C(=O)CS/C1=C\c1nc(-c2ccc(Cl)cc2)cs1)Nc1cccnc1Cl
  u	x
CCCCNC(=O)c1onc(CSc2nc3ccccc3[nH]2)c1C(=O)NCCCC
  u	x
COc1ccc2c(C)cc(=S)[nH]c2c1
  u	x
COC(=O)c1ccccc1NC(=O)c1ccc2nccnc2c1
  4%	-23
CC1Cc2ccccc2N1C(=O)c1nn(C)cc1Br (stereo not given)
  u	x
O=C(Nc1ccc(Cl)cc1)Nc1nnc(SCc2ccccc2)s1
  -2%	2
O=C(Nc1ccncc1)C1CCN(S(=O)(=O)c2ccc(Cl)c(C(F)(F)F)c2)CC1
  10µM*	2.7*
Cc1nn(C)cc1/C=C1\CCC/C(=C\c2cn(C)nc2C)C1=O
  i	x
COc1cc2c(cc1OC)C(=O)N1[C@H]3c4ccccc4OC[C@@H]3[C@H](c3ccccc3)[C@]1(C)C(=O)N2
  u	x
COC(=O)C1=NN(C(=O)c2ccc(Br)cc2)C(O)(C(C)(C)C)C1 (stereo not given)
  12%	1
O=C1C2C3CCC(O3)C2C(=O)N1c1cccc(O)c1 (stereo not given)
  -26%	16
O=C(N/C=N/OCc1ccc(Cl)cc1Cl)NOCc1c(Cl)cccc1Cl
  u	x

Four successive compounds already listed:
Each structure is followed by: Lipid storage S3	Lipid storage S3 cell count max
O=C(Nc1ccncc1)C1CCN(S(=O)(=O)c2ccc(Cl)c(C(F)(F)F)c2)CC1
  10µM*	2.7*
Cc1nn(C)cc1/C=C1\CCC/C(=C\c2cn(C)nc2C)C1=O
  i	x
COc1cc2c(cc1OC)C(=O)N1[C@H]3c4ccccc4OC[C@@H]3[C@H](c3ccccc3)[C@]1(C)C(=O)N2
  u	x
COC(=O)C1=NN(C(=O)c2ccc(Br)cc2)C(O)(C(C)(C)C)C1 (stereo not given)
  12%	1

More compounds
Each structure is followed by: Lipid storage S3	Lipid storage S3 cell count max
CCOC(=O)CSC1=C(C#N)C(c2ccccc2OCC)C(C#N)C(=O)N1 (stereo not given)
  u	x
CCS(=O)(=O)N1CCC(C(=O)N2CCN(Cc3ccccc3)CC2)CC1
  u	x
Oc1c(C=Nc2cccc3nsnc23)ccc2ccccc12
  i	x
O=C(N1CCN(CCO)CC1)N1c2ccccc2C=Cc2ccccc21
  0%	2
COc1ccccc1NS(=O)(=O)c1cn(C)cn1
  u	x
COc1ccc2c(-c3ccccc3)cc3nnnn3c2c1
  u	x
O=C(Nc1ccccc1)N1CCC(C(=O)N2CCCC(C(F)(F)F)C2)CC1 (stereo not given)
  i[0.369 µM]	x
Cc1cc(-c2n[nH]c(=S)n2Cc2ccco2)n(C)n1
  u	x
COc1cc2c(cc1OC)-c1cc(N3CCCc4ccccc43)nc(=O)n1CC2
  u	x
Cc1ccc(S(=O)(=O)NC(=O)Nc2ccccc2F)cc1
  -9%	-12
CC(C)c1nc2n[nH]c(N)c2c2c1CSC(C)(C)C2
  i	x
CC(=O)Nc1ccc(S(=O)(=O)N(C)CC(=O)Nc2ccccc2N2CCOCC2)cc1
  u	x
COc1ccc(S(=O)(=O)N(C)CC(=O)NCCC2=CCCCC2)cc1C
  u	x
CNC(=O)N1c2ccccc2C=Cc2ccccc21
  u	x
CCCCN(CC(=O)Nc1c(C)cccc1CC)C(=O)SCC
  u	x
Cc1ccc(C2C(C(=O)O)c3ccccc3C(=O)N2C)c(C)c1 (stereo not given)
  u	x
CCSc1nc(=O)n(-c2ccccc2)c(C)c1C(C)=S
  1%	14
CSc1nnc(Cn2c(=O)sc3ccccc32)n1-c1ccccc1
  2%[9.22 µM]	11
CN(CC(=O)Nc1ccc(F)cc1)c1ccc(S(=O)(=O)N2CCCC2)cn1
  12%	5
CCN(C(=S)Nc1ccc(C(C)=O)cc1)C1CCCCC1
  u	x
CCOC(=O)CC(NC(=O)c1ccc(C)cc1)c1ccc(C)cc1 (stereo not given)
  16%	-3
Cc1ccc(C2CC(c3ccc(Br)cc3)=NN2C(=O)CSC2=NN3CCCC(=O)N=C3S2)cc1 (stereo not given)
  u	x
CN(C)c1ccc(NC(=S)c2ccccn2)cc1
  u	x
CCn1c(SCC(=O)NNC(=O)c2ccccc2)nnc1-c1ccco1
  9%	x
Cc1ccc(C(=C2C3C=CC2C2C(=O)NC(=O)C32)c2ccc(C)cc2)cc1 (stereo not given)
  u	x
COc1ccc(CN2CCNC(=O)C2CC(=O)NC2CC(C)(C)CC(C)(C)C2)cc1OC (stereo not given)
  i	7
CCOC(=O)c1ccc(NC(=O)c2nc[nH]c2C(=O)N2CCc3ccccc3C2)cc1
  14%	9
COc1ccc(N=Nc2ccc(O)c(P(=O)(c3ccccc3)c3ccccc3)c2)cc1
  2%	6
O=C(c1cnccn1)N(c1ccccc1)C1(C(=O)NC2CCCCC2)CCCCC1
  u	x
O=c1[nH][nH]c(-c2ccccc2O)c1C(C[N+](=O)[O-])c1cccc(Cl)c1 (stereo not given)
  u	x
CCC(Sc1nc2ccccc2[nH]1)C(=O)Nc1ccc(NC(C)=O)cc1 (stereo not given)
  i	x
CNC(=O)NC(=O)C(C)Oc1ccccc1F (stereo not given)
  u	x
O=C(NCCc1ccccc1)C1CCN(S(=O)(=O)c2cccc3nonc23)CC1
  u	x
CCOC(=O)C1=C(CBr)NC(=O)NC1C (stereo not given)
  -10%	-13
Cc1ccc(/C=c2\sc3n(c2=O)CN(c2cccc(Br)c2)CN=3)o1
  -2%	-4
Cc1oc(S(=O)(=O)N2CCCCC2)cc1NC(=O)Nc1ccc(F)cc1
  11%	3
N#CC1=C(N)NC(=S)C(C(N)=O)C1c1ccccc1F (stereo not given)
  u	x
O=C(CCNC(=O)c1ccco1)Nc1ccc(OC(F)(F)F)cc1
  u	x
CN(C)c1ccc(/C=C/c2nc3ccccc3c(=O)n2-c2ccc(C(=O)O)cc2)cc1
  u	x
COc1ccc(/C=N/NC(=S)N[C@H]2CC3CCC2C3)cc1 (stereo not given in full)
  u	x
O=C(NCCc1ccc(Cl)cc1)c1ccc(Cn2c(=O)[nH]c3ccccc3c2=O)cc1
  u	x
Cc1ccsc1C(=O)Nc1ccccc1N1CCCC1
  i	x
CCc1cc(=O)oc2cc(C)c(CN3CCCC(C)C3)c(O)c12 (stereo not given)
  -2%	-16
Brc1ccc(-c2nnc3sc(CNCc4ccc5c(c4)OCO5)cn23)cc1
  u	x
Cc1cc2n(n1)C(c1cn(-c3ccccc3)nc1C)Nc1c(C)cccc1-2 (stereo not given)
  10%	-2
Cn1c(=O)c([N+](=O)[O-])c(N2CCSCC2)c2ccccc21
  1%	5
COc1cccc(NC(=O)NNC(=O)C(C)Oc2ccc3ccccc3c2)c1 (stereo not given)
  u	x
Oc1ccc(/C=N/Nc2nc(-c3ccccc3F)nc3ccccc23)c(O)c1
  -22%	-9
O=C(O)CSc1nnc(COc2cccc3ccccc23)o1
  i	-7
CCOCCCn1c(SC(C)C(=O)NCC2CCCO2)nc2sc(C)c(C)c2c1=O (stereo not given)
  -5%	-8
O=C(CCCOc1ccc(Cl)cc1)NC1CCCCC1
  u	x
CCOCCCNC(=O)c1ccc2c(c1)ncn2-c1ccccc1OC
  -1%	x
C[C@@H](C(=O)NCCc1ccc(F)cc1)N1C(=O)N2CCc3c([nH]c4ccccc34)[C@@]2(C)C1=O
  u	x
COc1cccc(NC2c3ccccc3C(=O)N2Cc2ccccc2Cl)c1 (stereo not given)
  2%	x
COc1ccc(CCn2c(C)cc(C(=O)COC(=O)c3cnccn3)c2C)cc1
  u	x
CC(OC(=O)CNC(=O)c1ccco1)C(=O)N(C)c1ccccc1 (stereo not given)
  u	x
c1ccc(-c2cn(-c3ccccc3)c3[n+]2CCS3)cc1
  u	x

An excerpt (hit frequency here may not be typical).
